Bioassay records as filed in PubChem.
Pin1 inh: inhibitors of human Pin1; Q13526; 0.009% of 390,000 active; AID 504891; Potency, µM (doses to about 115 µM), for inactives: at the top dose activity, negative = inhibition, usual class: inhibitors; Pin1 FP peptide displacement, HiFluor488, 10 min; active means well fitted inhibition curve with a large enough effect in the polarisation, with a control signal flat, not every such curve was filed as active; inconclusive means small, poorly fitted or top-dose-only effect, or effect the other way, or a change in a side signal; inactive means no such curve, though single readings can be large or run the other way; the % refers to the polarisation; further: potency means the concentration at half of the fitted maximal effect; on the % scale 0 is the no-effect control and ±100 the full control effect
IDH1 R132H inh: inhibitors of human mutant IDH1 R132H | IDH1-R132H enzyme, NADPH consumption, diaphorase/resazurin fluorescence | 0.093% of 390,000 active | O75874 | Potency, µM (top dose mostly 76.6 µM), for inactives: at the highest dose activity change, negative = inhibition, most hits filed as inhibitors; further: potency means the concentration at half of the fitted maximal effect; on the % scale 0 is the no-effect control and ±100 the full control effect; nearly all actives have a fitted effect of over 65% in size
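IDH1-R132H (0.5 ug/mL dispensed) in pH 7.5 Tris buffer was preincubated 30 min with compound, then given a substrate mix of 0.016 mM NADPH and 2 mM alpha-KG for 80 min at room temperature; remaining NADPH was read by diaphorase/resazurin fluorescence.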
TRHR ag: TRH receptor (human) agonism. activation, % at 2 µM. P34981. 0.18% of 360,000 active. TRHR cells, calcium flux fluo-8, FDSS agonist mode; in the data active means activation above about 30%; further: 0% is about no effect
Target sequence (P34981 whole entry, looked up): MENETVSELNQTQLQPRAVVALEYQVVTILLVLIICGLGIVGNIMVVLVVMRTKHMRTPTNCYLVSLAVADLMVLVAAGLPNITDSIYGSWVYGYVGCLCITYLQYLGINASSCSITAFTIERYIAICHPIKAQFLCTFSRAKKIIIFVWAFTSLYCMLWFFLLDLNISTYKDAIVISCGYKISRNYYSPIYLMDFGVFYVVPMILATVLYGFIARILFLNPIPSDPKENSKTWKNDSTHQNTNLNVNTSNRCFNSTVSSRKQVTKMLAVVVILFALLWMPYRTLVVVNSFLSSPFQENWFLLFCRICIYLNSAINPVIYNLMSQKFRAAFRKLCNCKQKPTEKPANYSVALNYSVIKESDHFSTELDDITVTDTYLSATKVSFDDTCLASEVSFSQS
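TRHR-expressing cells loaded with fluo-8 calcium dye; 23 nL library compound pin-transferred, kinetic FDSS fluorescence (Ex 480/Em 530) recorded about 180 s for agonist-induced calcium release, before a 10 nM TRH EC20 addition for potentiator mode.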
D2 antagonist: antagonizes the human D2 dopamine receptor | P14416 | HEK293 TREx D2 cells, calcium flux, dopamine EC80 | 2% of 340,000 active | inhibition, % at 10 µM; in the data active means inhibition above about 30%; further: 0% is about no effect
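In this primary screen, negative modulation is detected by tracking calcium flux after an EC80 dopamine challenge in inducible HEK293 T-REx D2 cells preexposed to test compound for 180 s.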
TRHR PAM: TRH receptor (human) allosteric enhancement; P34981; TRHR cells, fluo-8 calcium fluorescence, EC20 TRH enhancement; enhancement, % at 2 µM; 0.66% of 360,000 active; AID 493056; in the data active means enhancement above about 30%; further: 0% is about no effect
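Enhancer read-out: after compound pinning and an initial kinetic agonist-mode read, an EC20 of TRH (10 nM final) was injected and fluo-8 calcium signal (Ex 480/Em 530) followed at 1 s/cycle for 100 cycles in TRHR-expressing cells.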
USP1 inh: inhibitors of human USP1/UAF1 deubiquitinase; recombinant USP1/UAF1, Ub-Rhodamine cleavage fluorescence; Potency, µM (top dose mostly 57.1 µM), for inactives: at the highest dose activity change, negative = inhibition, hits mostly inhibitors; 0.23% of 390,000 active; further: potency means the concentration at half of the fitted maximal effect; on the % scale 0 is the no-effect control and ±100 the full control effect; nearly all actives have a fitted effect of over 60% in size; inactives centre near -12
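In this screen, compounds sit with the deubiquitinase complex (1nM) for 15 min at room temperature before Ub-Rho is added at 150nM final. Fluorescence rise is then followed for 6 reads every 60 seconds.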
TrxR1 inh: rat TrxR1 inhibition. O89049. recombinant rTrxR1, NADPH fluorescence consumption, selenite substrate. Potency, µM (top dose mostly 114 µM), without a hit: top-dose activity change, negative = inhibition, actives largely listed as inhibitors. 1% of 390,000 active; further: potency means the concentration at half of the fitted maximal effect; on the % scale 0 is the no-effect control and ±100 the full control effect; nearly all actives have a fitted effect of over 65% in size
Target sequence (O89049 whole entry, looked up): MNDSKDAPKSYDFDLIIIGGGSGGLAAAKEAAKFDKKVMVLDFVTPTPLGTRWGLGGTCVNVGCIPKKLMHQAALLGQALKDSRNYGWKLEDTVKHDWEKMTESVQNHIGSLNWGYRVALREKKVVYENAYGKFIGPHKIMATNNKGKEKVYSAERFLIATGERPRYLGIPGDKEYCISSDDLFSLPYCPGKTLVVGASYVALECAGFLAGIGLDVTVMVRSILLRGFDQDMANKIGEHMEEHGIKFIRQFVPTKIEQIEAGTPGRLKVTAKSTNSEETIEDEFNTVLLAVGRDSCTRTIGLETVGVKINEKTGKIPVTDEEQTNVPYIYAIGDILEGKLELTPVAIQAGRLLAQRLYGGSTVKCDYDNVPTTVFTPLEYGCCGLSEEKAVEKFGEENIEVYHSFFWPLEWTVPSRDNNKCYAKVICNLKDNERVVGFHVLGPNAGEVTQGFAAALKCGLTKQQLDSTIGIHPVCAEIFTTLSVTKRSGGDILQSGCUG
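Rat TrxR1 (90 nM in the dispensed reagent) was pre-reduced with 400 uM NADPH for 5 min at room temperature, then incubated with compound for 15 min. After 400 uM selenite was added, NADPH fluorescence (Ex 340/Em 450 nm) was followed for 8 min.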
TrxR1 substrate: substrates of rat thioredoxin reductase 1 | O89049 | purified TrxR1 substrate turnover, NADPH consumption readout | Potency, µM (doses to about 114 µM), without a hit: top-dose activity change, negative = substrate turnover | 0.01% of 390,000 active | AID 588456; further: potency means the concentration at half of the fitted maximal effect; on the % scale 0 is the no-effect control and ±100 the full control effect; nearly all actives have a fitted effect of over 50% in size
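Rat TrxR1, dispensed at 90 nM, was prereduced with 400 uM NADPH (final) for 5 min at ~22 deg C, then incubated with compound 15 min before 400 uM selenite. A first-read NADPH fluorescence drop versus no-compound background flagged substrates.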
D2 agonist: D2 dopamine receptor (human) agonism; P14416; HEK293 T-REx D2 cells, calcium flux agonist mode; activation, % at 2 µM; 0.53% of 340,000 active; AID 485358;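 active means activation over 3 SD above normal in the single-dose calcium agonist read, cut at about 30% in these data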; further: 0% is about no effect
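Tetracycline-induced HEK293 Trex cells with D2 receptor force-coupled to calcium signaling, plated overnight at 30 C and loaded with no-wash calcium dye. Calcium flux read kinetically for 180 s after compound addition; responses flag agonists.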
* hit, by the source's call; ? = inconclusive; · = no result given; & = joins results of further samples; [ ] = another dose, or the depositor's remark. Unless noted, the call rests on the fitted dose curve; in most records, active means well fitted inhibition curve with a large enough effect; inconclusive means small, poorly fitted or top-dose-only effect; inactive means no such curve, though single readings can be large or run the other way.

mol,Pin1 inh,IDH1 R132H inh,TRHR ag,D2 antagonist,TRHR PAM,USP1 inh,TrxR1 inh,TrxR1 substrate,D2 agonist
CCOC(=O)c1c(-c2ccc(C)o2)csc1NC(=O)CN1CCC(C(N)=O)CC1,?,16%,-1.7,-9,7,?,-48%,8%,-1.3
CCOC(=O)CC(NC(=O)c1cc2cc(Br)cc(OC)c2oc1=O)c1ccc(OC)cc1 (stereo unspecified),3%,-13%,1.3,·,4,-13%,2%,-4%,·
COC(=O)c1cc2sccc2n1Cc1nc(-c2ccc(Cl)cc2)oc1C,1%&-3%,-4%&2%,-0.1&0.2,·,1&1,?,19%&10%,10%&6%,0.2
C[C@H](NC(N)=O)C(=O)N1CCN(S(=O)(=O)c2ccc3ccccc3c2)CC1,0%,0%,0.1,4,1,-6%,13%,-2%,-0.1
Cc1cc(C)n(-c2cc(=O)n(C)c(=O)n2C)n1,-3%,3%,-1.4,0,18,-10%,4%[57.1 µM],8%[57.1 µM],-0.7
Cc1cc(Nc2ccc(C)c(Cl)c2)n2nc(Cc3ccccc3)nc2n1,-1%,-3%,-0.3,·,10,-29%,4%,-3%,1.0
O=C(CS(=O)(=O)c1cn(Cc2ccc(F)cc2)c2ccccc12)N1CCOCC1,-13%,14%,0.2,-4,-4,-20%,9%[57.1 µM],-7%[57.1 µM],-0.7
COc1cc(/C=N/NC(=S)NC(C)C)ccc1OCC(=O)Nc1c(C)cc(C)cc1C,7%,-7%,-0.6,5,-2,-1%,3%,7%,0.1
O=C(Nc1cc(Cl)ccc1C(=O)O)c1ccc(CN2C(=O)c3ccccc3C2=O)cc1,1%,-24%,·,·,·,-6%,?,-25%,·
O=C(CN1CC[n+]2c(-c3ccccc3)csc21)c1ccc(Br)cc1,13%,-9%,0.1,-5,1,-22%,23%,4%,-1.6
O=C(COC(=O)c1ncc(Cl)c(Cl)c1Cl)NC1CCCCCC1,3%,-1%,0.7,22,16,1%,-24%,-16%,0.7
Cc1ccc(C(C(=O)NC2CCCCC2)N(C(=O)c2csnn2)C2CCCC2)o1 (stereo unspecified),-3%,8%,1.6,-19,5,-19%,12%,8%,-0.4
CCOC(=O)c1[nH]c2ccc(C(=O)OC)cc2c1C(=O)OCC,-5%,13%,-0.8,12,-9,-32%,24%[57.1 µM],27%[57.1 µM],-1.4
COc1cc2c(cc1OC)CN(C(=O)c1ccccc1C(=O)O)CC2,-9%,-1%,0.1,-12,2,-12%,-2%[57.1 µM],22%[57.1 µM],-0.1
COC(=O)c1ccc(CN2C(=O)c3ccccc3C2=O)o1,6%,-6%,-0.3,3,1,-16%,-16%,-4%,-3.0
CCOC(=O)Cc1nn(Cc2nc(-c3ccc(C#N)cc3)cs2)c(=O)c2ccccc12,14%,7%,0.7,7,-8,-10%,22%[11.4 µM],-22%[11.4 µM],0.9
CS(=O)(=O)N(CC(=O)N1CCOCC1)c1cccc(Cl)c1Cl,-7%,0%,0.6,7,23,-18%,30%,4%,-1.0
CN(C)CCNC(=O)Cc1ccc(NC(=O)N2CCCCc3ccccc32)cc1,-1%,-7%,0.3,·,0,-15%,5%[57.1 µM],4%[57.1 µM],-0.7
CCN(CC)S(=O)(=O)c1ccc(N2CCOCC2)c(NC(=O)c2ccc3c(c2)OCCO3)c1,-5%,8%,0.4,·,-4,-16%,16%,5%,·
CC(=O)N1CCOc2ccc(S(=O)(=O)NCC3CCC(C(=O)Nc4ccc(C)cn4)CC3)cc21 (stereo unspecified),-4%,-6%,-0.1,1,2,-14%,14%,0%,-1.0
CCCN1CCC(=O)N(CCSc2ccc(NC(C)=O)cc2)CC1,-9%&4%,8%,0.6,-13,11,?,11%&22%,-3%&10%,0.0
CCOc1cc(/C=C2\C(=N)N3N=CSC3=NC2=O)ccc1OS(=O)(=O)c1ccccc1,14%,-8%,-0.1,-5,-4,-5%,-18%[57.1 µM],-3%[57.1 µM],-0.1
CSc1nc(-c2ccccc2)nn1C(=O)c1ccco1,-1%,4%,0.0,·,4,-20%,-1%,4%,·
Cc1ccsc1C(=CCCN1CCC[C@@H](C(=O)O)C1)c1sccc1C,2%,-5%,·,·,·,-27%,7%,3%,·
N#Cc1cccc2c1-c1ccccc1/C2=N/NC(N)=O,4%,6%,0.4,12,4,-27%,14%,-1%,-1.3

Three structures from above, ordered by length of the SMILES, highest first:
mol,Pin1 inh,IDH1 R132H inh,TRHR ag,D2 antagonist,TRHR PAM,USP1 inh,TrxR1 inh,TrxR1 substrate,D2 agonist
CC(=O)N1CCOc2ccc(S(=O)(=O)NCC3CCC(C(=O)Nc4ccc(C)cn4)CC3)cc21 (stereo unspecified),-4%,-6%,-0.1,1,2,-14%,14%,0%,-1.0
CCOC(=O)Cc1nn(Cc2nc(-c3ccc(C#N)cc3)cs2)c(=O)c2ccccc12,14%,7%,0.7,7,-8,-10%,22%[11.4 µM],-22%[11.4 µM],0.9
Cc1ccc(C(C(=O)NC2CCCCC2)N(C(=O)c2csnn2)C2CCCC2)o1 (stereo unspecified),-3%,8%,1.6,-19,5,-19%,12%,8%,-0.4

One compound at a time, as listed above.
`CCOc1cc(/C=C2\C(=N)N3N=CSC3=NC2=O)ccc1OS(=O)(=O)c1ccccc1` in the list: Pin1 inh: 14%; IDH1 R132H inh: -8%; TRHR ag: -0.1; D2 antagonist: -5; TRHR PAM: -4; USP1 inh: -5%; TrxR1 inh: -18%[57.1 µM]; TrxR1 substrate: -3%[57.1 µM]; D2 agonist: -0.1
`CCOC(=O)CC(NC(=O)c1cc2cc(Br)cc(OC)c2oc1=O)c1ccc(OC)cc1` (stereo unspecified) in the list: Pin1 inh: 3%; IDH1 R132H inh: -13%; TRHR ag: 1.3; D2 antagonist: ·; TRHR PAM: 4; USP1 inh: -13%; TrxR1 inh: 2%; TrxR1 substrate: -4%; D2 agonist: ·

(next part)
mol,Pin1 inh,IDH1 R132H inh,TRHR ag,D2 antagonist,TRHR PAM,USP1 inh,TrxR1 inh,TrxR1 substrate,D2 agonist
O=C(O)c1ccc(C(=O)Nc2cccc3ccccc23)c(C(=O)O)c1,-16%,2%,0.2,-7,-8,-1%,62%[activator],50%[activator],0.5
CCOC(=O)N1CCN(C(=O)CNC(=O)c2ccc(Cl)cc2Cl)CC1,-1%,-2%,2.8,0,1,-21%,19%,5%,0.0
C[C@H](NC(=O)OCc1ccccc1)C(=O)N[C@@H](Cc1c[nH]c2ccccc12)C(=O)O,-6%,-26%,-0.1,2,6,-21%,35%,8%[57.1 µM],0.0
Cc1cccc(C(=O)OCc2cc3ccccc3[nH]c2=O)c1,-1%,8%,-0.2,2,0,-14%,5%,2%,0.9
Cc1cn2c(-c3ccncc3)nnc2s1,5%,7%,1.3,-2,-13,-14%,?,-2%,1.4
CCOc1ccc2nc(-c3ccccc3)[nH]c2c1,0%,9%,0.0,-6,-5,-14%,39%[activator][57.1 µM],84%[activator][57.1 µM],0.3
CCN(Cc1ccccc1)C(=O)Cn1c(=O)n(-c2ccc(Cl)cc2)c(=O)c2c(C)c(C(=O)N(C)C)sc21,-2%,-2%,-0.7,·,-4,-17%,14%[57.1 µM],-1%[57.1 µM],1.1
COc1ccc(CNC(=O)CN2C(=O)CCCc3ccccc32)cc1,-6%,-19%,-0.2,·,7,6%,7%,-4%,0.6
Cc1ccc(Cn2cc3c(n2)-c2c(oc(C(=O)Nc4ccc(F)cc4F)c2C)CC3)cc1,3%,-6%,0.2,·,5,-23%,27%,1%,1.0
Cc1ccc(C)c(OC(=O)CSc2nnc(-c3ccc4c(c3)OCO4)o2)c1,-9%,-2%,-0.2,·,0,-20%,15%,0%,0.7
COc1ccc(NC(=O)C2CCCN(S(=O)(=O)c3ccc4c(c3)oc(=O)n4C)C2)cc1OC (stereo unspecified),3%,-15%,0.2,-9,12,-22%,-2%,-7%,0.2
C/C(=N/NC(=O)c1ccc(Br)o1)c1ccc(C)o1,5%,2%,-1.2,-13,0,-11%,4%,-2%,-1.4
CCOC(=O)C(C)Nc1ncnc2onc(C)c12 (stereo unspecified),1%,-1%,0.0,·,-3,1%,8%,7%[2.29 µM],0.9
O=[N+]([O-])c1ccccc1CSc1nnc2ccccn12,-10%,-4%,-1.0,16,-4,-17%,5%[57.1 µM],5%[57.1 µM],-0.2

Some of the compounds tested. The share of hits here may be higher or lower than overall.
